Shiga toxin inh: Shiga toxin inhibition; Vero cells, Shiga toxin protein synthesis inhibition reporter; inhibition, % at 38.7 µM; 290,000 compounds, 9.2% hits; AID 2315; in the data active means inhibition mostly above about 28%, no sharp cut-off; inactive means mostly below about 43%; further: 0% is about no effect
LmPK inh: LmPK (Leishmania mexicana) enzyme inhibition. Q27686. purified LmPK, Kinase-Glo ATP luminescence, 1 h. Potency, µM (highest dose often 57.5 µM), without a hit: top-dose activity change, negative = inhibition, hits mostly inhibitors. 290,000 compounds, 0.37% hits. AID 1721; further: potency means the concentration at half of the fitted maximal effect; on the % scale 0 is the no-effect control and ±100 the full control effect
Target sequence (Q27686 whole entry, looked up): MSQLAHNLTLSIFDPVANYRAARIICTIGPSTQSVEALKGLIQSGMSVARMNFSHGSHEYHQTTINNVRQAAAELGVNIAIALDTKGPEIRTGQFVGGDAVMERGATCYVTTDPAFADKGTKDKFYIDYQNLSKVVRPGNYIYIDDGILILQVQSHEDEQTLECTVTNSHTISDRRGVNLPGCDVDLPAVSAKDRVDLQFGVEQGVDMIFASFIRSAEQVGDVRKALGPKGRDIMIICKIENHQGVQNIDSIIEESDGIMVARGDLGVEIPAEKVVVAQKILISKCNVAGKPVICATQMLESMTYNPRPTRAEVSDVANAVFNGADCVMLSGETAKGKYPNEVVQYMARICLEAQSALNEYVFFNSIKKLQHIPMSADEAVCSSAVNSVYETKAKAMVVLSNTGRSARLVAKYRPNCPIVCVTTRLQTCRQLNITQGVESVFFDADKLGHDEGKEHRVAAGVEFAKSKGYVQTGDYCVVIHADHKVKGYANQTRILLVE
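Kinase-Glo luminescence read after 1 h RT reaction of 0.1 nM LmPK with 0.5 mM PEP and 0.1 mM ADP. Activity scaled between uninhibited and enzyme-free controls.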
HCV inh: blocks hepatitis C virus; Huh7.5.1 HCVcc-Cre infection, luciferase reporter, 44 h; Potency, µM (titrated, usually from 41.8 µM), inactives show at the top dose activity change, negative = inhibition, most hits filed as inhibitors; 340,000 compounds, 3.4% hits; AID 651820; further: potency means the concentration at half of the fitted maximal effect; on the % scale 0 is the no-effect control and ±100 the full control effect
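Infectious HCVcc-Cre (~0.5 moi) was added to cells just after compound, with cells seeded 4 h earlier at 1,000 per well. Luciferase activity after 44 h culture reported infection; substrate was incubated 15 min at room temperature before reading.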
TbPYK inhibitor: blocks Trypanosoma brucei pyruvate kinase | Q57TT1 | TbPYK enzyme, Kinase-Glo Plus ATP luminescence, 45 min | Potency, µM (highest dose often 76.8 µM), for the others: at the highest dose activity, negative = inhibition, usual class: inhibitors | 410,000 compounds, 0.12% hits; further: potency means the concentration at half of the fitted maximal effect; on the % scale 0 is the no-effect control and ±100 the full control effect; nearly all actives have a fitted effect of over 50% in size
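Enzyme and substrate buffer are dispensed first and compound is pin-transferred. ADP at 130 uM final then starts the reaction, which runs 45 min at room temperature. Detection reagent is added for 10 min before luminescence is imaged.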
CHX counter: affects cycloheximide protein synthesis inhibition readout, counter-screen; cell reporter, cycloheximide protein synthesis inhibition counterscreen; max response, %; 300,000 compounds, 12% hits; AID 2314; in the data active means max response mostly above about 13%, no sharp cut-off; inactive means mostly below about 14%; further: read at 38.3 µM for the half of the compounds with a filed dose; 0% is about no effect
Pf growth 48h: inhibits P. falciparum growth in the first generation, 48 h; P. falciparum luciferase growth in erythrocytes, 48 h; Potency, µM (highest dose often 28.7 µM), inactives show at the highest dose activity change, negative = inhibition, hits mostly inhibitors; 310,000 compounds, 5.9% hits; AID 504832; further: potency means the concentration at half of the fitted maximal effect; on the % scale 0 is the no-effect control and ±100 the full control effect
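Luminescence readout; reporter = integrated firefly luciferase in P. falciparum. RBC culture at 2% hematocrit, 0.1% parasitemia final, 37 C/5% CO2; decreased signal taken as growth inhibition.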
Pf growth 96h: inhibits malaria parasite growth, 96 h | 320,000 compounds, 6.9% hits | AID 504834 | Potency, µM (top dose mostly 28.7 µM), for the others: at the highest dose activity change, negative = inhibition, hits mostly inhibitors | P. falciparum luciferase reporter growth, 96 h; further: potency means the concentration at half of the fitted maximal effect; on the % scale 0 is the no-effect control and ±100 the full control effect
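Erythrocytes infected with luciferase-expressing P. falciparum were dispensed at 2% hematocrit and 0.05% parasitemia (final), then incubated with compounds 96 hours at 37 C in 5% CO2. Luminescence after detection reagent addition reported growth.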
Starred values were filed as active, the others as inactive; ? = inconclusive; / = no result given; & = joins results of further samples; [ ] = dose if it differs, or a comment. Unless noted, the call rests on the fitted dose curve; in most records, active means well fitted curve in the direction sought with a large enough effect; inconclusive means small, poorly fitted or top-dose-only effect, or another doubt; inactive means no such curve, though single readings can be large; an effect the other way counts as inactive or inconclusive.

#1 Cn1ncc(N=Cc2c(O)ccc3ccccc23)c1C(=O)Nc1cccc(Cl)c1
#2 CN(C)c1nc(C(=O)OCCO)nc(N(C)C)n1
#3 Cc1cc(C(F)F)nn1CC(=O)NC1C(=O)N2C(C(=O)O)=C(CSc3nnnn3C)CSC12 (configuration not stated)
#4 COc1ccc(/C=C/C(=O)Nc2cc(S(=O)(=O)N3CCCCC3)ccc2N2CCCCC2)cc1OC
#5 COc1ccc(-n2c(C)cc(C(=O)CN3C(=O)NC4(CCc5ccccc54)C3=O)c2C)cc1 (configuration not stated)
#6 O=[N+]([O-])c1cc(C(F)(F)F)ccc1NCCc1c[nH]c2ccccc12
#7 CC(=O)c1sc(NC(=O)c2ccc(Cl)cc2)nc1C
#8 CC(=O)OC1N=C(c2ccccc2)c2ccccc2NC1=O (configuration not stated)
#9 Cc1ccc(CN2CCN(Cc3ccc4ncccc4c3)CC2CCO)cc1 (configuration not stated)
#10 CNc1nc(C)c(C#N)c(-c2ccccc2)c1C(C)=O
entry no.,1,2,3,4,5,6,7,8,9,10
Shiga toxin inh,26,-4,16,12,9,54*,71*,-6,-20,-6
LmPK inh,-7%,0%,-4%,-2%,-4%,0%,-7%,0%,2%,-1%
HCV inh,?,-9%&2%,7%,0%,-3%,-29%,?,17%,?,?
TbPYK inhibitor,0%,2%,-15%,-3%,-2%,-2%,2%,8%,-2%,-6%
CHX counter,1,-1,-5,-1,3,10*,30*,0,7,8
Pf growth 48h,4%,-14%,-12%,?,4.1µM*,-7%,-19%,-25%,?,67%[activator]
Pf growth 96h,?,-5%,34%[activator],?,1.2µM*,10%,56%[activator],15µM*,0%,/

#11 Cc1c(NC(=O)CSc2ccc(Cl)cc2)cccc1-c1nc2ncccc2o1
#12 O=C(Nc1ccccc1)OC1CCCCc2cccnc21 (configuration not stated)
#13 COC(=O)N/N=C(\C)c1ccco1
#14 COc1cccc(C2=CC(=O)C[C@H](c3ccc(OC)c(OC)c3)C2)c1
#15 NC(=O)C(Cc1ccccc1)N1C(=O)c2ccccc2C1=O (configuration not stated)
#16 CCc1ccc(NC(=O)C(=O)NCc2ccccn2)cc1
#17 COc1ccccc1C(=O)N1CC2(C)CC1CC(C)(C)C2 (configuration not stated)
#18 COc1ccc(Cn2c(CCC(=O)O)nc3cccnc32)cc1
#19 CCOC(=O)c1sc2nc(N3CCOCC3)c3c(c2c1N)CC(C(C)C)OC3 (configuration not stated)
#20 COCCCn1c(SCc2cccc(C(F)(F)F)c2)nc2cc(OC)c(OC)cc2c1=N
entry no.,11,12,13,14,15,16,17,18,19,20
Shiga toxin inh,-4,31,2,/,-9,60*,-1,-22,-6,-15
LmPK inh,-3%,-3%,3%,/,10%,5%,1%,3%,4%,0%
HCV inh,?,1%,3%,?,13%,10%,-12%,13%,15%,2%
TbPYK inhibitor,5%,-1%,1%,0%,-2%,-1%,3%,1%,-5%,/
CHX counter,2,12,2,/,-5,24*,-3,-2,-3,-5
Pf growth 48h,-5%,7%,6%,?,145%[activator],127%[activator],-30%,0%,10%,?
Pf growth 96h,?,6%,-10%,?,45%[activator],35%[activator],?,-2%,?,?

#21 CC(C)N(CC#CC(O)(c1ccccc1)c1ccccc1)C(C)C
#22 CCOC(=O)c1c(C)[nH]c(C)c1S(=O)(=O)N(C)CC(=O)NCc1cccc(Br)c1
#23 CN(C)S(=O)(=O)c1ccc(NC(=O)CN2CCC(Cc3ccccc3)CC2)cc1
#24 COCCCNc1nc2c(-c3ccc(C)cc3)nnn2c2ccccc12
#25 O=C(O)c1ccccc1/C=N/NC(=O)C1CCCC1
#26 COc1ccc2nc(NC(=O)CSCc3c(C)noc3C)sc2c1
#27 COc1ccc(Cn2c(=S)[nH]c3cc(C(=O)NCc4cccnc4)ccc3c2=O)cc1
#28 CCOC(=O)C1=C(c2ccccc2)OC(N)=C(C#N)C1c1cccs1 (configuration not stated)
#29 O=C(O)c1cc(Nc2nc(N3CCOCC3)nc(N3CCOCC3)n2)ccc1Cl
#30 COc1cc(S(=O)(=O)Nc2ccccc2)ccc1N=Cc1c(C)[nH]n(-c2ccc(C)cc2)c1=O
entry no.,21,22,23,24,25,26,27,28,29,30
Shiga toxin inh,-3,-7,-11,72*,11,/,-13,9,-7,-11
LmPK inh,4%,8%,-5%,3%,2%,/,1%,6%,2%,0%
HCV inh,3%,-20%,-29%,?,30%,?,?,5%,0%,-11%
TbPYK inhibitor,6%,-4%&5%,7%,-2%,-5%,10%,0%,-25%,-10%,/
CHX counter,-2,1,-4,39*,8,/,-1,2,-1,-2
Pf growth 48h,?,?,-23%,72%[activator],-16%,-10%,4%,5%,-8%,-19%
Pf growth 96h,?,12µM*,-21%,12%,-3%,5%,19%,-8%,-8%,24%

#31 CN(C)c1cccc(NC(=O)NC2(C)CCS(=O)(=O)C2)c1 (configuration not stated)
#32 Cc1ccc(NC(=O)CN(C)C(=O)c2ccc(Cl)nc2)cc1
#33 O=c1ccc2cc(O)c(O)cc2o1
#34 CSc1nsc(/C=C/Nc2ccc(C)cc2)c1C#N
#35 CNC(=S)N/N=C/c1c(C)c(C(=O)c2ccc(F)cc2)n2ccccc12
#36 CC1=C(C(=O)OC(C)C)C(c2cccs2)NC(=S)N1 (configuration not stated)
#37 CCNC(=S)NNC(=O)Cc1ccccc1
#38 COc1ccc(Cl)cc1NC(=O)c1cc(S(=O)(=O)N2CCCC2)cn1C
#39 COc1ccc(N2CC(C(=O)Nc3nc4ccc(OC)cc4s3)CC2=O)cc1 (configuration not stated)
#40 Clc1ccc2c(c1)C(c1ccccc1)=NCc1nncn1-2
entry no.,31,32,33,34,35,36,37,38,39,40
Shiga toxin inh,15,-4,-3,14,-8,-13,-9,12,23,/
LmPK inh,-1%,2%,1%,0%,8%,3%,-1%,0%,0%,/
HCV inh,7%,18%,-18%[8.37 µM],?,-3%,-21%,29%,11µM*,-4%,/
TbPYK inhibitor,-6%,5%,1%,-3%,-7%,-3%,3%,4%,-5%,-4%
CHX counter,-2,-5,-1,1,-2,-9,-2,3,10,/
Pf growth 48h,2%,19%,2%,-79%,8.3µM*,0%,21%,-28%,-28%,-18%
Pf growth 96h,?,27%,-26%,?,3.3µM*,?,68%[activator],30%,-1%,-19%

#41 COCCCNC(=S)N1CCN(c2ccc([N+](=O)[O-])cc2)CC1
#42 OCc1c[nH]c2ccccc12
#43 Cc1cccc(C)c1NC(=O)CN(C)C(=O)C1CCCCC1
#44 COc1ccc(Cl)cc1NC(=S)NNC(=O)CC(C)C
#45 COCC(C)NC(=O)c1cccc(Cl)c1 (configuration not stated)
#46 CCCc1[nH]nc2c1C(c1ccc(OC(=O)N3CCOCC3)cc1)C(C#N)=C(N)O2 (configuration not stated)
#47 O=C(N/C=C/c1ccco1)OCc1ccccc1
#48 CCCCC(=O)N(Cc1ccc2c(c1)OCO2)Cc1nc2ccccc2c(=O)[nH]1
#49 Cc1ccc(S(=O)(=O)N2CCCC2C(=O)OCc2ccco2)cc1 (configuration not stated)
#50 COC(=O)[C@H](Cc1ccccc1)NC(=O)Nc1ccc(C)cc1
entry no.,41,42,43,44,45,46,47,48,49,50
Shiga toxin inh,-7,/,/,-8,-6,-20,17,-15,-2,16
LmPK inh,2%,/,/,0%,0%,0%,-2%,-4%,-3%,6%
HCV inh,?,-9%,1%,20%,7%,13%,-4%,-12%,4%,-1%
TbPYK inhibitor,-10%,-16%,4%,-3%,7%,0%,-20%,?,-13%,1%
CHX counter,-5,/,/,-3,1,0,1,-3,6,13
Pf growth 48h,6.6µM*,?,9%,-7%,11%,0%,85%[activator],-21%,7%,12%
Pf growth 96h,-26%,?,-5%,-10%,-11%,-16%,45%[activator],45%[activator],16%,/

#51 Cc1c(O)nc2ccccn2c1=O
#52 CCCc1nnc(NC(=O)C(=O)NCCN(C)C)s1
#53 COc1ccc(CCNC(=O)c2nnn(CC(=O)Nc3ccc(C)cc3C)c2N)cc1OC
#54 C/C(=N\OC(=O)c1ccc(Br)cc1)c1ccccn1
#55 CCOc1cc(CNc2ccc3[nH]c(=O)[nH]c3c2)ccc1OCC(=O)NC(C)(C)C
#56 Cc1cccc(N=C2NC(=O)S/C2=C\c2ccco2)c1
#57 O=c1c2ccccc2nc(/C=C/c2ccc3c(c2)OCO3)n1-c1ccccc1
#58 C=COCCn1c(=N)n(CCC)c2ccccc21
#59 CN(Cc1ccccc1)C(=O)COC(=O)C1=NNC(=O)CC1
#60 Cc1ccc(S(=O)(=O)NCCOc2nc(N(C)C)nc(N3CCOCC3)n2)cc1
entry no.,51,52,53,54,55,56,57,58,59,60
Shiga toxin inh,19,36,-3,13,-3,-6,9,-15,4,-22
LmPK inh,1%,-1%,1%,?,2%,-2%,3%,2%,3%,4%
HCV inh,4%,8%,?,15%,-24%&0%,-16%,?,3%,3%,-23%&-13%
TbPYK inhibitor,1%,8%,2%,-9%,-10%,3%,-3%,-3%,-1%,-5%
CHX counter,-3,9,12,4,-2,2,-2,-4,5,-1
Pf growth 48h,0%,4%,21%,-7%,-9%,-4%,?,-1%,15%,?
Pf growth 96h,73%[activator],-4%,?,9%,236%[activator],?,10µM*,16%,13%,/

Of the compounds above, 4 have a cyano group:
#10 CNc1nc(C)c(C#N)c(-c2ccccc2)c1C(C)=O
#28 CCOC(=O)C1=C(c2ccccc2)OC(N)=C(C#N)C1c1cccs1 (configuration not stated)
#34 CSc1nsc(/C=C/Nc2ccc(C)cc2)c1C#N
#46 CCCc1[nH]nc2c1C(c1ccc(OC(=O)N3CCOCC3)cc1)C(C#N)=C(N)O2 (configuration not stated)
entry no.,10,28,34,46
Shiga toxin inh,-6,9,14,-20
LmPK inh,-1%,6%,0%,0%
HCV inh,?,5%,?,13%
TbPYK inhibitor,-6%,-25%,-3%,0%
CHX counter,8,2,1,0
Pf growth 48h,67%[activator],5%,-79%,0%
Pf growth 96h,/,-8%,?,-16%

Additional entries
#61 c1ccc(-n2nnnc2-c2cnc(-c3cccnc3)nc2-c2cccs2)cc1
#62 CCOC(=O)c1cc2c(=O)n3cccc(C)c3nc2n(C)c1=N
#63 N#Cc1nc(-c2ccco2)oc1NCCc1ccccc1
#64 Cc1ccc(NS(=O)(=O)c2ccccc2F)cc1S(=O)(=O)N1CCCCC1
entry no.,61,62,63,64
Shiga toxin inh,-7,17,27*,/
LmPK inh,-1%,1%,2%,/
HCV inh,-21%,/,?,-3%
TbPYK inhibitor,2%,/,-1%,-1%
CHX counter,1,9,28*,/
Pf growth 48h,?,24%,-4%,29%
Pf growth 96h,?,27%,-6%,-11%

Entries 60–61, quoted:
#60 Cc1ccc(S(=O)(=O)NCCOc2nc(N(C)C)nc(N3CCOCC3)n2)cc1
#61 c1ccc(-n2nnnc2-c2cnc(-c3cccnc3)nc2-c2cccs2)cc1
entry no.,60,61
Shiga toxin inh,-22,-7
LmPK inh,4%,-1%
HCV inh,-23%&-13%,-21%
TbPYK inhibitor,-5%,2%
CHX counter,-1,1
Pf growth 48h,?,?
Pf growth 96h,/,?

Screening data: PubChem BioAssay, National Center for Advancing Translational Sciences (NCATS)
